sEH inhibitor: inhibitors of human soluble epoxide hydrolase. P34913. recombinant human sEH enzymatic activity assay. inhibition, % at 2 µM. hit rate 0.34% among 91,000. AID 707; in the data active means inhibition above about 80%; further: values of inactives mirror those of a sister screen read the other way; many of its hits are not listed in these tables
Target sequence (P34913 whole entry, looked up): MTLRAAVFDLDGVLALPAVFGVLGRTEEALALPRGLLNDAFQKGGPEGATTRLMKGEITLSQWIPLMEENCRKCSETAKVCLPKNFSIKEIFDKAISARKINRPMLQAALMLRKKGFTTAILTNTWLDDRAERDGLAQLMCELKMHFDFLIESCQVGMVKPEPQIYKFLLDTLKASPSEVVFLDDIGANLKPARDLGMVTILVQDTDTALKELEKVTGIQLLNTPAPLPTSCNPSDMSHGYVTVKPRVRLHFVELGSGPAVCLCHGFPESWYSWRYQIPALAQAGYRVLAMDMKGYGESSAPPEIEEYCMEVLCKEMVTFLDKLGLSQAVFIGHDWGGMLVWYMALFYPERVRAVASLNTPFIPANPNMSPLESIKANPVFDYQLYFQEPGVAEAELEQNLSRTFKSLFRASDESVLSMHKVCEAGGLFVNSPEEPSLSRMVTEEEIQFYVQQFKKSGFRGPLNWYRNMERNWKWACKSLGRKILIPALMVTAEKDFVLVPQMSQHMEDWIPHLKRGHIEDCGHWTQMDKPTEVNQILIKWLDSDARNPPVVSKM
DAT uptake mod: modulates human dopamine transporter uptake under cocaine; LLC-PK1 hDAT cells, [14C]-dopamine uptake with cocaine IC80; actives deviate in either direction; B-score at 10 µM; Q01959; AID 449768; hit rate 1.3% among 110,000;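 active means Z score or B-score, a plate-position-corrected score, falls beyond the plate's 99.7% confidence bounds, in either direction; inactive means both scores lie inside the 99.7% bounds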;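 further: scored against the spread of the other compound wells on the same plate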
CYP2C19 inh: blocks human cytochrome P450 2C19. CYP2C19 Supersomes, luciferin-H EGE luminescence, 30 min. inhibition, % at 5 µM. AID 778. hit rate 21% among 96,000;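 active means CYP2C19 inhibition above a set limit at 5 µM in the primary screen, cut at about 50% in these data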;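 further: plate controls were negative control wells for no effect and 2.5 mM tranylcypromine positive control for full effect; values of inactives mirror those of a sister screen read the other way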
PostGolgi ctrl: yeast control strain growth, post-Golgi counter-screen. efflux-deficient yeast background strain, growth absorbance A615, 16 h. inhibition, % at 10 µM. hit rate 5% among 98,000. AID 738
S1P2 blocker: antagonists of human S1P2 receptor; cell-based S1P2 antagonist assay, inhibition at 5 uM; inhibition, % at 5 µM; hit rate 0.21% among 97,000; AID 736; O95136; in the data active means inhibition above about 45%;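 further: CRE beta-lactamase reporter cells expressing human S1P2 stimulated with S1P; 0% = agonist at EC80 alone and 100% = agonist plus reference antagonist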
Target sequence (O95136 whole entry, looked up): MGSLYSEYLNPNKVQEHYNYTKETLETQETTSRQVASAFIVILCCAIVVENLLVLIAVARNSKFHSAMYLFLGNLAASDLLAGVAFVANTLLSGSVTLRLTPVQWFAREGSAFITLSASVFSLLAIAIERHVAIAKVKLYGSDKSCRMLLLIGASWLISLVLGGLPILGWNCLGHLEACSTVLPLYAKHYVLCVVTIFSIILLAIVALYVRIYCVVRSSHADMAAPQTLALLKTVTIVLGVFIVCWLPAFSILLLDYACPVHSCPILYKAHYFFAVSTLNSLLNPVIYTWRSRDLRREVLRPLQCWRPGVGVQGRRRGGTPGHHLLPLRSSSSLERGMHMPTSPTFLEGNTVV
PostGolgi yeast: growth inhibition of a yeast mutant, post-Golgi transport screen; post-Golgi transport phenotypic cell assay; inhibition, % at 10 µM; hit rate 0.9% among 98,000; AID 739;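 further: yeast cells grown in 1536-well plates; yeast grown about 18 h at 30C before absorbance read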
CYP2C19 act: activators of human cytochrome P450 2C19; recombinant CYP2C19, luciferin-H EGE luminescence; stronger effect = higher value; 0 = fully inhibited enzyme, 1 = untreated enzyme; 96,000 tested, under 10 active; P33261; AID 1025; activation factor at 5 µM;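 active means activation factor of at least 2 at 5 µM in the primary screen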;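 further: 0 = wells with 2.5 mM tranylcypromine and 1 = vehicle-only wells; values of inactives mirror those of a sister screen read the other way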
sEH activator: soluble epoxide hydrolase (human) activation | P34913 | purified human sEH enzymatic activity, activator screen | activation, % at 2 µM | hit rate 0.04% among 91,000 | AID 717; in the data active means activation above about 37%; further: values of inactives mirror those of a sister screen read the other way
S1P2 agonist: S1P2 (human) receptor agonism. hit rate 0.46% among 97,000. S1P2-expressing cell line, agonist reporter read-out. O95136. activation, % at 4.5 µM; in the data active means activation above about 16%;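 further: 0% = vehicle low control and 100% = maximal reference agonist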
* hit, by the source's call; · = not tested or not shown. Unless noted, no stated cut-off is given here; in the data, active means inhibition above about 30%; inactive means the rest.

SMILES | sEH inhibitor | DAT uptake mod | CYP2C19 inh | PostGolgi ctrl | S1P2 blocker | PostGolgi yeast | CYP2C19 act | sEH activator | S1P2 agonist
Fc1cccc(-c2cc3nc4c(c(N5CCN(c6cnccn6)CC5)n3n2)CCCC4)c1 | -10 | · | · | · | 26 | · | · | 7 | -4
[O-][n+]1onc2c1CCc1c-2nn(-c2ccccc2Cl)[n+]1[O-] | -8 | 0.56 | -4 | 16 | 24 | 2 | 1 | 5 | -9
Cc1c(Cl)cccc1N1C(=O)C2ON(c3ccccc3)C(c3cccnc3)C2C1=O (centres undefined) | -4 | 0.32 | 56* | -5 | 18 | -1 | 0.4 | 3 | -1
CCOc1ccc(N/C=C/C(=O)c2ccc(C)cc2)c([N+](=O)[O-])c1 | -10 | 0.086 | 23 | 28 | -3 | 5 | 0.8 | 9 | -3
CCN(CC)CCCN1C(=O)C(=O)/C(=C(/O)c2cnn(-c3ccccc3)c2C)C1c1ccncc1 (centres undefined) | -17 | · | · | · | 1 | · | · | 20 | -2
O=C(CSc1nnc(-c2ccc(F)cc2)o1)Nc1ccc(S(=O)(=O)N2CCCCCC2)cc1 | 12 | -1.9 | 2 | 2 | -6 | 1 | 1 | -12 | -9
C=CCNc1nc(Nc2ccc(-c3nc4ccccc4o3)cc2)nc(N2CCOCC2)n1 | -11 | 0.32 | 49 | 23 | -5 | 0 | 0.5 | 12 | -4
CC(Nc1nc(N2CCCC2)nc2ccccc12)c1ccccc1 (centres undefined) | 4 | -0.65 | 16 | 5 | 10 | -2 | 0.8 | -3 | -5
CCCCn1nnc(NC(=O)Cc2ccc(Cl)cc2)n1 | 3 | 0.23 | 10 | 18 | 2 | 2 | 0.9 | -1 | -3
CCCCOC(=O)Nc1cccc(Cl)c1C | -12 | 0.099 | 56* | 8 | -10 | 11 | 0.4 | 10 | -3
Cn1c(=O)[nH]c(=O)c2c1nc(Br)n2CCC(=O)c1ccccc1 | 6 | 0.092 | 23 | 0 | -30 | -9 | 0.8 | -8 | -3
COc1cccc(-c2csc(N3CCN(C(=O)NC45CC6CC(CC(C6)C4)C5)CC3)n2)c1 | 82* | 0.93 | · | · | 9 | · | · | -81 | -6
COc1ccccc1NC(=O)c1csc2c1CCCC2 | -1 | -0.56 | 38 | 3 | 10 | 0 | 0.6 | 4 | -5
Cc1ccc2[nH]c(=O)c(CN(CCCO)S(=O)(=O)c3c(C)ccc4nsnc34)cc2c1 | 0 | 0.7 | 3 | 23 | -2 | -3 | 1 | -2 | -6
O=C(O)c1cccc(NC(=O)C2CCCO2)c1 (centres undefined) | -6 | -0.2 | -7 | 9 | -6 | 1 | 1.1 | 2 | -1
CC1CCN(C(=O)COC(=O)[C@H](C)NS(=O)(=O)/C=C/c2ccccc2)CC1 | -10 | -0.39 | 37 | 6 | -7 | 2 | 0.6 | 8 | -3
CC(C)(C)Cc1nc(-c2ccccn2)no1 | -10 | 1 | 6 | 9 | 6 | 20 | 0.9 | 10 | 0
CCOc1ccc(/C(O)=C2/C(=O)C(=O)N(CCOCCO)C2c2ccccn2)cc1 (centres undefined) | -4 | 0.011 | -21 | 13 | 8 | 1 | 1.2 | 6 | -7
Cc1cc(N)n2nc(-c3ccc(C(C)(C)C)cc3)cc2n1 | -7 | -0.083 | 26 | 31* | -23 | -8 | 0.7 | 9 | -2
COc1cc2cc(/C=C/C(=O)c3ccco3)c(Cl)nc2cc1OC | 8 | 0.86 | -9 | 11 | -18 | 7 | 1.1 | -6 | 1

Four entries already listed, arranged by SMILES length, lowest first:
SMILES | sEH inhibitor | DAT uptake mod | CYP2C19 inh | PostGolgi ctrl | S1P2 blocker | PostGolgi yeast | CYP2C19 act | sEH activator | S1P2 agonist
CC(Nc1nc(N2CCCC2)nc2ccccc12)c1ccccc1 (centres undefined) | 4 | -0.65 | 16 | 5 | 10 | -2 | 0.8 | -3 | -5
COc1cc2cc(/C=C/C(=O)c3ccco3)c(Cl)nc2cc1OC | 8 | 0.86 | -9 | 11 | -18 | 7 | 1.1 | -6 | 1
C=CCNc1nc(Nc2ccc(-c3nc4ccccc4o3)cc2)nc(N2CCOCC2)n1 | -11 | 0.32 | 49 | 23 | -5 | 0 | 0.5 | 12 | -4
Cc1ccc2[nH]c(=O)c(CN(CCCO)S(=O)(=O)c3c(C)ccc4nsnc34)cc2c1 | 0 | 0.7 | 3 | 23 | -2 | -3 | 1 | -2 | -6

The list continues.
SMILES | sEH inhibitor | DAT uptake mod | CYP2C19 inh | PostGolgi ctrl | S1P2 blocker | PostGolgi yeast | CYP2C19 act | sEH activator | S1P2 agonist
O=C(Nc1ccc(CN2CCCCC2)cc1)c1ccc2c(c1)OCO2 | -5 | 0.8 | -14 | -4 | -5 | -2 | 1.1 | 3 | -4
CC(=O)SCC(C)C(=O)NCc1ccccc1 (centres undefined) | -6 | -0.64 | 64* | 6 | -5 | 9 | 0.4 | 5 | -5
CC(=O)c1cccc(NC(=S)NC(=O)C(C)C)c1 | -4 | 0.4 | 40 | 7 | 11 | -2 | 0.6 | 2 | -5
COc1ccc(OCC(=O)Nc2cc(-c3nn4c(C)nnc4s3)ccc2C)cc1 | 9 | -0.14 | 4 | 4 | -14 | -4 | 1 | -10 | -2
CCCOc1ccc(-c2nc(C#N)c(NCC3CCCO3)o2)cc1 (centres undefined) | 3 | 0.82 | 4 | 25 | -48 | 7 | 1 | -2 | 2
O=C(OCCN1CCOCC1)c1ccc(OCCN2CCOCC2)cc1 | -10 | -0.099 | 3 | 9 | -19 | 1 | 1 | 11 | -6
CC(=O)CSc1nnc(CSc2ncccn2)n1C1CCCCC1 | -4 | -0.015 | -8 | 2 | -2 | -18 | 1.1 | 5 | -1
COC(=O)/C=C1\C(=O)N(c2nc3ccccc3s2)C(=S)N1c1ccc(F)cc1 | 4 | 2.1 | -10 | 8 | 6 | -3 | 1.1 | -3 | -6
O=C(CCOc1ccccc1)NCc1ccccc1 | 11 | -0.019 | 58* | 39* | 13 | -4 | 0.4 | -6 | -6
O=C(NCc1cccs1)c1ccccc1F | 4 | -1.4 | · | 2 | 16 | 4 | · | -6 | -7
O=S(=O)(c1ccccc1F)N1CCN(Cc2nc3ccccc3[nH]2)CC1 | -12 | 0.81 | 55* | -2 | -11 | 22 | 0.4 | 10 | -2
Cn1c(=O)[nH]c(=O)c2c1nc(Br)n2Cc1ccccc1F | 8 | -0.42 | 10 | · | -6 | · | 0.9 | -8 | -2
Cc1nc2ccccc2n1CC(O)COC1CCCCC1 (centres undefined) | 7 | 0.0046 | · | · | -12 | · | · | -8 | -4
Cc1c(Cl)cccc1NC(=O)CN1CCC(C(O)(c2ccccc2)c2ccccc2)CC1 | -2 | -0.39 | 1 | 13 | 11 | -1 | 1 | 7 | -4
CCOC(=O)c1cnc2nc(C(F)(F)F)[nH]n2c1=O | -10 | 0.36 | -11 | 26 | -1 | 1 | 1.1 | 7 | -3
Cc1cc(C)c2cc(C)c3nnc(SCC(=O)NCc4ccc5c(c4)OCO5)n3c2c1 | -11 | -0.019 | 13 | 17 | 6 | 3 | 0.9 | 10 | 1
CC(C)NS(=O)(=O)c1ccc(NC(=O)C2CCCCC2)cc1 | -3 | 1.2 | 13 | 7 | 0 | -1 | 0.9 | 0 | 2
Clc1ccc(Cl)c(-c2ccc(/C=N/c3ncn[nH]3)o2)c1 | 4 | 0.0011 | 4 | 12 | -4 | 4 | 1 | -5 | -3
Cc1ccc2cc(/C=N/NC(=O)CN3CCOCC3)c(Cl)nc2c1 | 6 | 0.19 | -1 | 0 | -42 | -10 | 1 | -6 | -5
Cc1nnc2ccc(N3CCN(c4ccccn4)CC3)nn12 | · | 0.73 | -22 | 8 | 5 | -1 | 1.2 | · | -8
Cc1cc(NC(=O)c2ccc3c(c2)OCO3)no1 | -7 | -0.85 | 8 | 4 | -12 | 1 | 0.9 | 5 | -4
Cc1sc2ncnc(SCC(=O)N3CCCC3)c2c1C | -7 | 1.4 | 9 | -4 | -16 | 0 | 0.9 | 5 | 0
CCOC(=O)C1CN(c2cc3c(cc2F)c(=O)c(C(=O)O)cn3CC)OC1C(=O)OCC (centres undefined) | 5 | 0.091 | -5 | -1 | 12 | 3 | 1.1 | -4 | -7
CCN1CCCC1CNC(=O)CSc1cc(=O)n(C)c2cc(Cl)ccc12 (centres undefined) | · | 0.027 | -20 | 0 | 9 | -1 | 1.2 | · | -7
Cc1ccc(NC(=O)CNc2cccc(C)c2C)c(C)c1 | 3 | 0.73 | 64* | 3 | -6 | -8 | 0.4 | 0 | -1
CCc1ccc2c(c1)CCCN2C(=O)c1ccccc1C(=O)O | -4 | 0.44 | 49 | 3 | 10 | 3 | 0.5 | 4 | -1
CC(=O)Nc1ccc(S(=O)(=O)N2CCC(NC(=O)C(Cc3cccn3C)NC(C)=O)CC2)cc1 (centres undefined) | -5 | -0.17 | 2 | 1 | 12 | 3 | 1 | 4 | -6
N#Cc1c2c(c(N3CCN(c4ccccn4)CC3)n3c1nc1ccccc13)CCC2 | 7 | · | 59* | · | 1 | · | 0.4 | -3 | -6
Cc1cc(NC(=O)CSc2ccc3nnc(-c4ccc(F)cc4)n3n2)no1 | -3 | -0.27 | -1 | 9 | 7 | 1 | 1 | 3 | -4
O=C(CCN1CCN(Cc2ccccc2)CC1)Nc1ccc(OCc2ccccc2)cc1 | 6 | -0.96 | 21 | 28 | -11 | 6 | 0.8 | -4 | -1
CCOC(=O)Nc1ccc(C)cc1C | 8 | -0.23 | 21 | -3 | 12 | 15 | 0.8 | -6 | -8
O=C(Oc1cccc(/C=N/Nc2nc(N3CCOCC3)nc(N3CCOCC3)n2)c1)c1ccco1 | 6 | -0.71 | 8 | 3 | -19 | 4 | 0.9 | -3 | -2
C=CCN1C(=O)CSc2ccc(C(=O)N3CCC(C)CC3)cc21 | -3 | -1 | 16 | 13 | 2 | -14 | 0.8 | 4 | -4
O=C(O)C1C2C=CC(O2)C1C(=O)NCc1ccc2c(c1)OCO2 (centres undefined) | -18 | -0.82 | · | -2 | -4 | -2 | · | 24 | 3
Cc1c(NC(=O)c2ccc3c(c2)OCO3)c(=O)n(-c2ccccc2)n1C | -7 | 0.13 | -4 | 2 | -10 | -6 | 1 | 8 | -6
O=C(CN1CCOc2ccccc21)NC1CC1 | -2 | -0.32 | · | · | 6 | · | · | 1 | 1
CCOC(=O)N1CCN(CC(=O)Nc2ccc(Oc3ccccc3)cc2)CC1 | 48 | -0.16 | 17 | 32* | 1 | 4 | 0.8 | -46 | -11
Cc1ccc(OCC(=O)Nc2ccc(N3CCOCC3)cc2)cc1 | · | 0.12 | 0 | 24 | 16 | 3 | 1 | · | -5
COc1ccc(C2C(Oc3ccccc3)C(=O)N2c2ccc(C)c(C)c2)cc1OC (centres undefined) | -9 | 1.5 | · | · | -10 | · | · | 8 | -8
CCOC(=O)N1CCN(CC(=O)Nc2c(C(=O)OC)[nH]c3ccc(Cl)cc23)CC1 | 17 | · | 26 | 13 | 12 | 6 | 0.7 | -17 | -7
COc1cc(C(=O)Nc2ccc(OCC(=O)O)cc2)cc(OC)c1OC | · | -0.79 | -16 | 3 | · | 0 | 1.2 | · | ·
COc1c(C)cccc1C(=O)Nc1cc(-c2nn3c(C)nnc3s2)ccc1C | -12 | -1.4 | · | · | -10 | · | · | 12 | -3
COc1ccc(OC)c(S(=O)(=O)N2CCC(C(=O)NCc3ccccc3)CC2)c1 | 22 | 1.6 | 25 | 15 | 26 | 4 | 0.7 | -23 | -6
CCOC(=O)c1c(NC(=S)Nc2ccccc2)sc(C)c1C | 0 | 0.44 | · | · | 5 | · | · | 0 | -4
O=C1CCC(=O)N1CNc1ccc(Oc2ccccc2)cc1 | 12 | -0.44 | 24 | 1 | -4 | -3 | 0.8 | -7 | -6
Cc1ccc(-c2csc(NC(=O)CSc3nc(C)cs3)n2)cc1 | 2 | -1.2 | · | · | -15 | · | · | -2 | -2
Nc1ncc(-c2ccccc2)n1CC1CCCO1 (centres undefined) | 4 | -1.3 | 1 | 1 | 12 | 0 | 1 | -4 | -2
Cc1c(C(=O)NCc2ccccn2)sc2nc(-c3ccccc3)cn12 | · | 1.1 | 14 | -6 | · | -1 | 0.9 | · | ·

High-throughput results (PubChem)
